# Screens (PubChem)
# CHT block: human CHT choline transport inhibition. Q9GZV3. CHT-expressing cells, membrane potential dye, choline response; stronger effect = lower value. B-score at 10 µM. hit rate 0.86% among 310,000. AID 488975;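 active = B-score over 3 SD under the library average, and starting fluorescence ratio not unusually high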;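 note: choline stimulus applied at its EC90 after an EC20 pre-addition; B-score computed on integrated fluorescence ratio after choline addition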
# Target sequence (Q9GZV3 whole entry, looked up): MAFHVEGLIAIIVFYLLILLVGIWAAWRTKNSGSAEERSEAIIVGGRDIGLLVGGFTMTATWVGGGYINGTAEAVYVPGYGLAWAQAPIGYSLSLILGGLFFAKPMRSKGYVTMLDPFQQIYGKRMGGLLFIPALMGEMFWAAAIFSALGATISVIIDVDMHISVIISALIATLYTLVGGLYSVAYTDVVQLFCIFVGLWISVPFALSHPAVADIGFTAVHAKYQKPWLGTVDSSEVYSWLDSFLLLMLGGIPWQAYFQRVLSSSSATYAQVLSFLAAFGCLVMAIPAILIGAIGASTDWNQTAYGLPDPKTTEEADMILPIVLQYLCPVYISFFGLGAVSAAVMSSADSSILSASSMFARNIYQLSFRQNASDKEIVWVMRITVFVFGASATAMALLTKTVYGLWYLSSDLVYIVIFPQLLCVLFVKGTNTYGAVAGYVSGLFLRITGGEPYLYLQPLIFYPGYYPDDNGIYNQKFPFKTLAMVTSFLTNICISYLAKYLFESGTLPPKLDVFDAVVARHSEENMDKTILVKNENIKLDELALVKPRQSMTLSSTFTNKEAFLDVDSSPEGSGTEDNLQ
# CHT allo act: allosterically activates the human high affinity choline transporter | CHT-expressing cells, membrane potential dye, choline EC20; stronger effect = higher value; LV-AA mutant CHT in HEK293 cells | B-score at 10 µM | hit rate 0.49% among 310,000;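 active = initial fluorescence not abnormally high and integrated response B-score, plate-corrected, over 3 SD above library mean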
# STK33 kinase inh: inhibitors of human STK33 kinase; Q9BYT3; purified STK33, MBP phosphorylation, ADP-Glo luminescence; inhibition, % at 10 µM; hit rate 0.073% among 320,000; AID 2661;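 active = inhibition at or above 25%, using the most active replicate where run in duplicate; inactive = inhibition below 25%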
# Target sequence (Q9BYT3 whole entry, looked up): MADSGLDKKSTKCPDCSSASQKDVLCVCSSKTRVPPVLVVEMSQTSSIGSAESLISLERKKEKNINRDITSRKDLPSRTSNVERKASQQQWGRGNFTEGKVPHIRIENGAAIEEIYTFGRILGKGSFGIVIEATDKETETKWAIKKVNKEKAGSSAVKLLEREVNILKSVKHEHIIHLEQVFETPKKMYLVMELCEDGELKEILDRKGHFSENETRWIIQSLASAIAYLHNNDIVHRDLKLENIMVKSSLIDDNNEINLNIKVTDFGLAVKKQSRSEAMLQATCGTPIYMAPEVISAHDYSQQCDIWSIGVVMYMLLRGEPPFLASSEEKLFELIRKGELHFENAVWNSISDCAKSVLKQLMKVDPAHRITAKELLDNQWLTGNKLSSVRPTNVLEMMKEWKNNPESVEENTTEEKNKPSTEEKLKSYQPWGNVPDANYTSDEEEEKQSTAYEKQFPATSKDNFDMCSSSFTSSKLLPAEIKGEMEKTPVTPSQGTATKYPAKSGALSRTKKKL
# * = called active by the depositor; i = inactive; . = not tested or not shown.
SMILES,CHT block,CHT allo act,STK33 kinase inh
COc1cc2c(cc1NC(=O)CSc1nc3cc(Cl)ccc3s1)oc1ccccc12,i,i,-0.1
CS(=O)(=O)c1cccc(C(=O)Nc2ccc3c(c2)OCCCO3)c1,i,i,-1.0
CCOC(=O)c1c(O)c(O)c(C(=O)OCC)n1-c1ccccc1,i,i,-1.8
COc1ccc(CCNC(=O)C2CCN(c3nn4c(=O)cc(C)nc4s3)CC2)cc1OC,i,i,-1.2
CN(C)CCCn1c(SCC(=O)N2CC(=O)Nc3ccccc32)nc2ccccc2c1=O,i,i,-3.7
CSc1nc2ccc(S(=O)(=O)N3CCOCC3)cc2s1,i,i,1.1
COc1ccc(-n2c(C)nc(=O)c(-c3ccccc3)c2C)cc1,i,i,-0.3
CC(C)C(NC(=O)c1ccccc1NC(=O)c1ccccc1)C(=O)NCCCn1ccnc1 (stereo not given),i,i,0.0
COc1cc(CN2CCCCCC2)cc(OC)c1,i,i,-1.5
CCN1CCN(Cc2ccc(NC(=O)c3ccc(C)c(NC(=O)c4cccc(-c5cn[nH]c(=O)c5)c4)c3)cc2C(F)(F)F)CC1,i,i,7.5
Cc1ccc(OCC(=O)N/N=C/c2cccc3cccnc23)cc1,i,i,0.9
CC(=O)N[C@@H](Cc1c[nH]c2ccccc12)C(=O)NC1CCCc2ccccc21 (stereo not given in full),i,i,-1.5
COc1ccc(C(=O)Nc2ccc3c(c2)CCCN3C(=O)c2cccs2)c(OC)c1,i,i,-0.9
Cc1ccc(-c2noc(-c3ccccc3C(=O)N3CCCC3)n2)cc1,i,i,-1.3
Clc1cc(NCc2cccs2)ccc1N1CCOCC1,i,i,-0.3
CN(C)c1ccc(/C=N/NC(=O)c2ccccn2)cc1,i,i,7.3
CC#CCNCc1ccccc1,i,i,-1.3
NS(=O)(=O)c1cc([N+](=O)[O-])ccc1NCc1cccnc1,i,i,1.2
CCOC(=O)N1CCN(c2ccc([N+](=O)[O-])cc2F)CC1C (stereo not given),i,i,-0.7
CCCS/C(N)=N/N=C/c1ccccc1O,i,i,1.4
O=C(CN1CCN(C/C=C/c2ccccc2)CC1)NCc1ccc(Cl)cc1,i,i,-0.3
O=C(Nc1ncn[nH]1)c1cccc(S(=O)(=O)N2CCOCC2)c1,i,i,1.3
O=C(Cc1noc2ccccc12)Nc1ccc(Cl)cc1,i,i,-2.3
c1ccc(-c2cccc(-c3ccccc3)n2)cc1,i,i,0.7
CCOC(=O)CSc1nc(-c2ccccc2)ns1,i,i,-1.4
CCN=C(NCC)SC1CC(=O)N(c2cccc(OC)c2)C1=O (stereo not given),i,i,-2.9
Cn1c(O)c(N=Nc2ccccc2[N+](=O)[O-])c2ccccc21,i,i,-2.0
COc1cc2c(cc1OC)C1=C(C#N)CN(CC(=O)O)CN1CC2,i,i,1.1
Cc1cc(C)c(S(=O)(=O)N2CCC(C(=O)NCc3ccncc3)CC2)c(C)c1,i,i,0.4
N#Cc1cnn2c(C(F)(F)F)cc(-c3ccccc3)nc12,i,i,1.9

# Sorted by length of the SMILES (low to high): some entries from above.
SMILES,CHT block,CHT allo act,STK33 kinase inh
CCOC(=O)CSc1nc(-c2ccccc2)ns1,i,i,-1.4
CCN=C(NCC)SC1CC(=O)N(c2cccc(OC)c2)C1=O (stereo not given),i,i,-2.9
O=C(CN1CCN(C/C=C/c2ccccc2)CC1)NCc1ccc(Cl)cc1,i,i,-0.3

# Next section.
SMILES,CHT block,CHT allo act,STK33 kinase inh
OC(COc1ccc(Cl)cc1)CN1CCN(c2ccccc2)CC1 (stereo not given),i,i,-0.6
CCOC(=O)c1c(CC(C)C)csc1NC(=O)COC(=O)C1=NNC(=O)CC1,i,i,-2.1
Cc1ccc(-n2c(-c3ccccc3)c[nH]c2=S)cc1,i,i,-2.9
COc1ccc(C2C3=C(CC(C)(C)CC3=O)Nc3nc(C)nn32)cc1OC (stereo not given),i,i,-0.3
Cc1oc2ccc(Br)cc2c(=O)c1-c1nn[nH]n1,i,i,1.6
Cc1cc(C)cc(C(=O)NCC(=O)OCC(=O)NCc2ccco2)c1,i,i,-1.3
O=C(CSCc1ccc(F)cc1)NC1CCCC1,i,i,-0.2
COc1cccc(C2=NOC(C(=O)Nc3cccc(C(C)=O)c3)C2)c1 (stereo not given),i,i,-0.5
COc1cccc(N(C(=O)c2snc(C(N)=O)c2N)C(C(=O)NCC2CCCO2)c2ccc(F)cc2)c1 (stereo not given),i,i,-1.3
N=C1S/C(=C\c2ccccc2)C(=O)N1c1ccc(F)cc1,i,i,-0.3
O=C(CSc1nnc(CN2CCOCC2)n1-c1ccc(Cl)cc1)Nc1ccc2c(c1)OCO2,i,i,-0.4
COC(=O)C1=C(C)N(C)C(=S)NC1c1cc(OC)ccc1OC (stereo not given),i,i,-0.2
COc1ccc(CCN(C)C(=O)CNC(=O)c2ccc3c(c2)OCO3)cc1OC,i,i,-2.1
O=C(CCCSc1nc2ccccc2[nH]1)NC1CCCCC1,i,i,-1.6
O=C1CS/C(=N/N=C/c2ccco2)N1Cc1ccc(F)cc1,i,i,-0.4

# A second format for four compounds above.
compound	CHT block	CHT allo act	STK33 kinase inh
CCOC(=O)c1c(CC(C)C)csc1NC(=O)COC(=O)C1=NNC(=O)CC1	i	i	-2.1
c1ccc(-c2cccc(-c3ccccc3)n2)cc1	i	i	0.7
CCOC(=O)N1CCN(c2ccc([N+](=O)[O-])cc2F)CC1C (stereo not given)	i	i	-0.7
CCOC(=O)CSc1nc(-c2ccccc2)ns1	i	i	-1.4

# Next structures
SMILES,CHT block,CHT allo act,STK33 kinase inh
O=C(Cc1cccs1)Nc1nnc(-c2ccc(F)cc2)s1,i,i,-0.2
CCC1CCC(N2CCN(c3ccccc3F)CC2)CC1 (stereo not given),i,i,0.0
CCN(CC)CCCNC(=O)CCC(=O)Nc1ccc2nc(N3CCCCC3)cc(C)c2c1,i,i,-1.5
CCS(=O)(=O)c1nc2ccccc2n1Cc1ccccc1Cl,i,i,0.4
CCN(CC(=O)Nc1ccc(OC)cc1)C(=O)CSCC(=O)Nc1ccc(C)cc1,i,i,-0.6
Cc1c(NC(=O)c2cc(-c3ccccc3O)on2)c(=O)n(-c2ccccc2)n1C,i,i,-0.3
CCOC(=O)Cn1c2c(c(=N)c3c1CCC3)CCC2,i,i,-1.3
COc1ccccc1Nc1nc(N)nc(CSCCO)n1,i,i,-0.5
COc1ccc(NC(=O)N2CCC(n3cnc4ccccc43)CC2)cc1,-5.8*,i,-3.9
COc1ccc(CCNc2cn[nH]c(=O)c2Cl)cc1OC,i,i,-0.3
COc1cc(C(=O)OCC(=O)N(CC(C)C)C2CCS(=O)(=O)C2)ccc1OCC(C)C (stereo not given),i,i,.
Cc1c(C(=O)O)sc2ncnc(N3CCCCC3C)c12 (stereo not given),i,i,1.3
Cc1cc(NC(=O)CSc2ccc3nnc(-c4ccc(F)cc4)n3n2)no1,i,i,0.7
Fc1cc(F)cc(NC(=S)NCCCN2CCOCC2)c1,i,i,0.3
Cc1cc(NS(=O)(=O)c2ccc(NC(=O)Cc3ccccc3)cc2)nc(C)n1,i,i,-0.9
Cc1ccccc1NC(=O)Nc1ccccc1N1CCCCC1,i,i,-1.8
CCOC(=O)Cc1nn(Cc2nc(-c3ccc(C)cc3)cs2)c(=O)c2ccccc12,i,i,-1.6
CCCCN(C)CCNC(=O)Cn1c(=O)sc2ccccc21,i,i,-2.6
O=C(c1cccc(C(=O)N2CCN(c3ccc(F)cc3)CC2)c1)N1CCN(c2ccc(F)cc2)CC1,i,i,-0.1
CCOC(=O)N/N=C/c1cn(CCCOc2ccc(C)cc2)c2ccccc12,i,i,-1.8
O=C(N/N=C/c1ccc(F)cc1)c1cccc(NC(=O)c2ccc(F)cc2)c1,i,i,-1.1
O=C(NCC1CCCO1)C1CCN(S(=O)(=O)Cc2ccccc2)CC1 (stereo not given),i,i,0.5
COc1cccc(-c2nc(-c3ccccc3)no2)c1,i,i,-1.5
COc1ccc2cc(S(=O)(=O)N3CCN(C)CC3)ccc2c1,i,i,-0.7
CCOC(=O)c1c(C)n(C)c2ccc(OC)c(NC(=O)CN3CCC4(CC3)OCCO4)c12,i,i,-0.3
COc1cccc(CN2CCNC(=O)C2CC(=O)NCCCn2ccnc2)c1 (stereo not given),i,i,1.5
COc1ccc(C(=O)NCCSc2ccc(C)cc2)cc1,i,i,-2.0
COc1cccc(Nc2cc(N3CCOCC3)c3nonc3c2[N+](=O)[O-])c1,i,i,-0.5
Cc1nc(SCC(=O)c2cccc([N+](=O)[O-])c2)n[nH]1,i,i,0.4
O=C(CSc1nc2ccccc2c(=O)n1Cc1ccccc1)NCc1ccco1,i,i,-2.4
COC(=O)c1sccc1NC(=O)Nc1ccc(C)cc1,i,i,2.5
O=C(N/N=C/c1cc([N+](=O)[O-])ccc1O)Nc1ccccc1,i,i,-0.3
Cc1nnc(NC(=O)c2ccccc2F)s1,i,i,-0.6
COc1ccc2cc3cc(C(=O)N4CCN(C5CCCCC5)CC4)oc3nc2c1,i,i,2.1
NC(=O)c1cc[n+](CC(=O)c2ccc(NC(=O)c3ccccc3)cc2)cc1,i,i,0.7
CN1C(=O)C(O)(c2nnc(-c3ccccc3)o2)c2ccccc21 (stereo not given),i,i,-1.1
COC(=O)[C@]1(S(=O)(=O)c2ccccc2)C[C@@H]2ON=C(c3ccc(OC)cc3)[C@@H]2C1,i,i,0.4
CC(C)CC(NC(=O)c1ccco1)C(=O)Nc1ccc2c(c1)OCCO2 (stereo not given),i,i,0.1
Cc1cc(C)cc(SCc2noc(C(=O)NC(C)C)c2C(=O)O)c1,i,i,-1.1
CC(C)(C)C(=O)Nc1nnc(CSCc2ccccc2F)s1,i,i,-0.4
COc1ccc(CCNc2c3ccccc3nc3ccccc23)cc1OC,i,i,4.1
Cc1cc(-c2ccc(Br)cc2)n[nH]1,i,i,-0.3
O=C(Nc1ccccc1)N1CCC(c2ccccc2)C1 (stereo not given),i,i,-2.7
CC(=O)Nc1ccc(S(=O)(=O)Nc2nc3ccccc3nc2Nc2ccc(N)cc2)cc1,-5.1*,i,1.8
COc1cc(NC(=O)C2CC2)c(C(=O)O)cc1OC,i,i,1.2

# Only CHT block and STK33 kinase inh (4 entries from above):
mol | CHT block | STK33 kinase inh
CC(C)(C)C(=O)Nc1nnc(CSCc2ccccc2F)s1 | i | -0.4
COc1ccc(CCNc2c3ccccc3nc3ccccc23)cc1OC | i | 4.1
Cc1cc(-c2ccc(Br)cc2)n[nH]1 | i | -0.3
O=C(Nc1ccccc1)N1CCC(c2ccccc2)C1 (stereo not given) | i | -2.7

# (listing goes on)
SMILES,CHT block,CHT allo act,STK33 kinase inh
O=C(COc1ccc(F)cc1)Nc1ccc(S(=O)(=O)Nc2ncccn2)cc1,i,i,2.0
CC(=O)c1c(O)c2ccccc2n(Cc2ccccc2)c1=O,i,i,-0.7
CCc1noc(C)c1C(=O)N1CCCC(CCC(=O)NCc2cccc(OC)c2)C1 (stereo not given),i,i,-1.4
O=C(NCCCN1CCN(c2cccc(Cl)c2)CC1)c1cccc(N2CCCC2=O)c1,i,i,0.0
CN(Cc1ccccc1)C(=O)CN1C(=O)c2ccccc2C1=O,i,i,-2.9
O=C(NCC(=O)N(c1cccc(F)c1)C(C(=O)NC1CCCC1)c1ccco1)c1ccco1 (stereo not given),i,i,-0.1
O=C(COC(=O)c1cccs1)c1ccc2ccccc2c1,i,i,-0.4
COc1ccccc1OCC(=O)NCCc1nc2ccccc2[nH]1,i,i,-1.0
Cc1cccc2cc(CN(Cc3ccc(F)cc3)C(=O)N3CCOCC3)c(=O)[nH]c12,i,i,-4.3
OCc1ccccc1N=c1ssnc1Cl,i,i,-1.0
C[C@@H](C(=O)Nc1cccc(S(=O)(=O)N2CCOCC2)c1)N1C(=O)C2CC=CCC2C1=O (stereo not given in full),i,i,-0.2
CC(C)(C)NC(=O)CN(Cc1ccc2c(c1)OCO2)C(=O)CNS(=O)(=O)c1ccc(F)cc1,i,i,-0.6
Cc1ccc(C(CC(=O)N2CCCC2)c2ccccc2)c(O)c1C (stereo not given),i,i,0.1
CC12c3ccccc3C(c3ccccc31)C1C(=O)N(Cc3cccnc3)C(=O)[C@H]12 (stereo not given in full),i,i,-0.8
Cc1cccc(-n2nc(CC#N)c(C#N)c2N)c1,i,i,-1.2
O=C(NCc1ccco1)c1ccc2c(c1)C(=O)N(C1CCCCC1)C2=O,i,i,-1.3
CCOC(=O)c1oc2ccccc2c1NC(=O)COc1ccc(F)cc1,i,i,-0.6
Cc1cc(C)c(S(=O)(=O)N2CCN(C(=O)c3ccc4c(c3)OCO4)CC2)c(C)c1,i,i,0.1
CCC(c1nnc(SCC(=O)Nc2ccc(C(C)=O)cc2)n1C1CCCCC1)N(C)C (stereo not given),i,i,-2.1
CN1CCN(CC(=O)N2c3ccccc3C(C)(c3ccccc3)CC2(C)C)CC1 (stereo not given),i,i,-0.9
O=C(Nc1nnc(SCC(=O)N2CCCC2)s1)C1CC(=O)N(c2ccc(F)cc2)C1 (stereo not given),i,i,0.5
O=C(NC1CCCCC1)n1c(=O)oc2ccc(Cl)cc21,i,i,-0.5
CC(C)c1ccc(C2C(C#N)=C(N)Oc3c2oc(CO)cc3=O)cc1 (stereo not given),i,i,-0.8
CCOc1ccccc1NC(=O)N1CCC(NC(=O)c2cccc(C)c2)CC1,i,i,0.9
O=C(O)CN1C(=O)S/C(=C\c2ccc3c(c2)OCO3)C1=O,i,i,-1.9
O=C(CSc1cccc[n+]1[O-])c1cc2ccccc2o1,i,i,-2.0

# An excerpt of these results, with bars between the fields.
Compound | CHT block | CHT allo act | STK33 kinase inh
CCN(CC)CCCNC(=O)CCC(=O)Nc1ccc2nc(N3CCCCC3)cc(C)c2c1 | i | i | -1.5
CCS(=O)(=O)c1nc2ccccc2n1Cc1ccccc1Cl | i | i | 0.4
